Bioassay records from PubChem.
Vif imaging: HIV Vif inhibition | HEK293T cells, Vif self-association by quenched fluorescence, imaging, 24 h | inhibition, % at 7.49 µM | 340,000 tested, 0.35% active | AID 602346; in the data active = inhibition above about 50%, passing the limit was not always enough; also: some results filed as inactive read as strong as hits
HIF-2a inh: HIF-2a inhibition; 786-0 RCC cells HIF-2a reporter, luciferase luminescence, overnight; 360,000 tested, 0.72% active; inhibition, % at 18.8 µM; AID 624352;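 active = inhibition of the luminescence signal of 40% or more relative to plate controls, in a single-dose primary screen at 18.75 µM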
CaV13 ICDI inh: Disruptors of the CACNA1D IQ motif to Ca2+-dependent inactivation inhibitor domain association, primary screening, Förster resonance energy transfer in intact living …. HEK cells, CFP/YFP FRET ICDI-IQ, plate reader, 10 min; percent FRET-ratio fall versus neutral wells. inhibition, % at 12.3 µM. 340,000 tested, 0.098% active;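 active = mean replicate inhibition of at least 30% and at least 1% of replicates passing that level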;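 also: 0% = median of the neutral control wells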
Shn3 3UTR inh: reduces Shn3 3'UTR luciferase signal in osteoblasts | Clone20 osteoblast Shn3 3'UTR firefly luciferase, 24 h | inhibition, % at 12.5 µM | 360,000 tested, 0.52% active;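 active = mean inhibition of at least 75% with every replicate also reaching 75%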;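 also: 0% = median of neutral control wells and 100% = pilot-screen positive control compound; some compounds past the cut are filed as inactive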
TRPM1 prom inh: inhibitors of MITF-driven TRPM1 promoter in melanoma cells | SK-MEL-5 TRPM1 promoter luciferase, 24 h | inhibition, % at 12.5 µM | 330,000 tested, 0.83% active | AID 488899;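 active = mean inhibition across replicates of 60% or more, whatever share of single replicates reaches that level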; also: values of inactives mirror those of a sister screen read the other way
CF NFkB block: inhibitors of cystic fibrosis induced NF-kB; KKLEB NF-kB-GFP reporter, PAF-induced, GFP fluorescence overnight; inhibition, % at 5 µM; 360,000 tested, 0.86% active; AID 588850;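 active = at least 50% inhibition at 5 µM, scaled per plate between neutral and stimulator controls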;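 also: PAF is a Pseudomonas aeruginosa culture filtrate used as stimulus; plate controls were PAF-stimulated DMSO wells for no effect and unstimulated DMSO wells for full effect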
Peg3 prom inh: Peg3 promoter activity inhibition | HeLa PEG-Prom luciferase reporter, luminescence, overnight | inhibition, % at 20 µM | 360,000 tested, 1.7% active;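 active = inhibition of at least 50% at 20 µM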
NR2E3 ag-1: activates human NR2E3 receptor. Q9Y5X4. CHO-S Gal4-NCOR/VP16-NR2E3 two-hybrid, luciferase. inhibition of corepressor binding, % at 3.98 µM. 360,000 tested, 0.35% active. AID 602229;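 active = inhibition above the mean of all tested compounds plus 3 SD, cut at about 70% in these data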;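 also: 0% = DMSO with NR2E3 transfected cells and 100% = cells lacking NR2E3 construct; higher means lower luciferase signal from less NR2E3 corepressor binding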
Target sequence (Q9Y5X4 whole entry, looked up, the tested form may be a part): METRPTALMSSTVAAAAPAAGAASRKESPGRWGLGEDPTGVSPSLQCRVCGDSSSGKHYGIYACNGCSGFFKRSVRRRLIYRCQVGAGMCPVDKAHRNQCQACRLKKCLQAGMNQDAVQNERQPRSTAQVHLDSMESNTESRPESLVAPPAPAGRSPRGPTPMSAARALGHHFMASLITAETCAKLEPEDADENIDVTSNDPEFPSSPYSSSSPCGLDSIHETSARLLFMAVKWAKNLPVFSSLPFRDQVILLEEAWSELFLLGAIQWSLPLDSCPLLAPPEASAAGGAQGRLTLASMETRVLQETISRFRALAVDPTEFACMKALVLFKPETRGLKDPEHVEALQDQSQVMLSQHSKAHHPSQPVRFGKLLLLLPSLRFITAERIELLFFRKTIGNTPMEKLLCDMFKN
NR2E3 ag-2: activates human photoreceptor nuclear receptor NR2E3; inhibition of corepressor binding, % at 4.78 µM; AID 2300; 320,000 tested, 0.12% active; GST-NR2E3/biotin-RetCOR TR-FRET, 1536-well; Q9Y5X4;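 active = percent inhibition above the cutoff of mean plus 3 SD of all tested compounds, set per screening campaign, cut at about 20% in these data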;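 also: 0% = DMSO wells and 100% = biotin wells as full block of FRET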
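System: GST-NR2E3 and biotin-RetCOR proteins; probe or stimulus: 7 nM biotin-RetCOR; doses: compound at 4.8 µM, single dose; schedule: Compound–protein incubation for 5 h at 4 °C; detection: time-resolved FRET; read-out: percent inhibition; controls: biotin wells as high control, 0.6% DMSO wells as low control; format: 1536-well plates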
KKLEB tox: reduces viability of KKLEB cystic fibrosis airway cells | activity change (cytotoxicity), % at 5 µM | 360,000 tested, 0.36% active | KKLEB CF airway cells viability, ATPlite luminescence, overnight; stronger effect = lower value; cells stimulated with P. aeruginosa culture filtrate;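 active = corrected activity change at or below -50% at 5 µM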
PDI turbidity: PDI (human) enzyme inhibition. 350,000 tested, 0.052% active. PDI insulin aggregation turbidity, A650, 90 min. inhibition, % at 10 µM. AID 588391. P07237;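 active = mean inhibition across replicates of 30% or more, whatever share of single replicates reach that level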;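 also: absorbance from insulin aggregation driven by PDI reduction with DTT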
Target sequence (P07237 whole entry, looked up): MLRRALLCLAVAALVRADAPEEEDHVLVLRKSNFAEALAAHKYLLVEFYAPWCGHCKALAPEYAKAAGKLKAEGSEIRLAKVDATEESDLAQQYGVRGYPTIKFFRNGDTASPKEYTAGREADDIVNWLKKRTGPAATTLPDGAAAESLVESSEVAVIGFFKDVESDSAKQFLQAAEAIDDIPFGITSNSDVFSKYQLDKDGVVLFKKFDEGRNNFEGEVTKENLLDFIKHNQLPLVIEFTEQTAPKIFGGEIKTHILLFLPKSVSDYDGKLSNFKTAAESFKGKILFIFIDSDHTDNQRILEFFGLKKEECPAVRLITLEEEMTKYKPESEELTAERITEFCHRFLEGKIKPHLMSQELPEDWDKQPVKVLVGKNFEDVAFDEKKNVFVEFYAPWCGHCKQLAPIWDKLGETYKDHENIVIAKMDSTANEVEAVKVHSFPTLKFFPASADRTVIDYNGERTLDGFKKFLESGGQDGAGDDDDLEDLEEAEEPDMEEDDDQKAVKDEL
Numbers without * were called inactive; / = not tested or not shown.

No. | molecule | CaV13 ICDI inh | Peg3 prom inh | CF NFkB block | Vif imaging | TRPM1 prom inh | PDI turbidity | HIF-2a inh | NR2E3 ag-2 | NR2E3 ag-1 | Shn3 3UTR inh | KKLEB tox
1 | CC(=O)n1cc([C@@H]2C=C(C(=O)NCc3ccccc3)O[C@H](OCc3ccc(CO)cc3)C2)c2ccccc21 | -5 | 38 | -22 | -6 | 10 | 0 | 8 | 4 | 29 | 22 | 2
2 | CC(On1c(-c2ccccc2)nc2ccc(Cl)cc21)C(=O)O (stereo not drawn) | -6 | -9 | -6 | 6 | -12 | 28 | -171 | 1 | -66 | -32 | 5
3 | CCOC(=O)c1c(NC(=O)Cc2ccccc2)sc2c1CC(C)(C)NC2(C)C | -6 | 21 | 10 | 12 | -3 | -6 | 1 | 3 | -4 | 6 | -22
4 | Cc1ccc(-n2c(=O)cc(N3CC(C)OC(C)C3)[nH]c2=O)cc1 (stereo not drawn) | 7 | -1 | -6 | / | / | / | -1 | -3 | -32 | 1 | -6
5 | Cc1ccc(NC(=O)CN(c2ccc(Cl)cc2)S(=O)(=O)c2cc([N+](=O)[O-])ccc2Cl)cc1 | -3 | 27 | -30 | -2 | 9 | 12 | 15 | 0 | -18 | -8 | -1
6 | COc1cccc(C2C(C#N)=C(N)OC(C(C)(C)C)=C2C#N)c1 (stereo not drawn) | / | -1 | 8 | 2 | 12 | 8 | 28 | 1 | -20 | -14 | 4
7 | CC(C)(C)NC(=O)COC(=O)CCC(=O)c1cccs1 | -6 | 0 | -33 | 1 | 6 | -3 | 19 | -1 | -1 | 14 | 4
8 | CC1CC(=O)c2c(cc3c(-c4c(O)cc(O)c5c(O)c6c(cc45)OC(C)CC6=O)c(O)cc(O)c3c2O)O1 (stereo not drawn) | / | 105* | 53* | -8 | 79* | / | 91* | 10 | -1 | 76 | -49
9 | CC1CN(C2CCN(C(=O)COc3ccccc3)CC2)CC(C)O1 (stereo not drawn) | -5 | -7 | 10 | / | 5 | -4 | -18 | 3 | -3 | 25 | -3
10 | CC(=O)c1ccc(NC(=O)c2sc3nc4n(c(=O)c3c2C)CCCCC4)cc1 | -7 | -193 | -13 | -4 | -64 | 13 | -173 | 5 | -75 | -5 | -3
11 | CCCCC(=O)Nc1ccc(NC(=S)NC(=O)CC)cc1OC | -5 | -2 | -2 | -1 | 5 | -3 | -6 | -1 | 17 | -6 | 4
12 | CC(C)C(NC(=O)c1ccc2c(c1)OCO2)C(=O)N/N=C\c1ccco1 (stereo not drawn) | -7 | 5 | 7 | -6 | 1 | -5 | 2 | 2 | 5 | -18 | 4
13 | Cc1c(C(=O)NNC(=O)c2ccncc2)oc2ccc(Br)cc12 | -7 | -24 | -18 | 0 | -9 | 6 | -23 | 1 | 16 | -9 | -10
14 | CCN(CC)S(=O)(=O)c1cccc(-c2nnc(SCC(=O)NC3CCCCCCC3)n2N)c1 | -5 | 21 | -3 | -1 | 16 | 3 | 17 | 2 | -7 | 30 | -1
15 | O=C(c1ccc(Cl)cc1)C(Cn1cncn1)C(Sc1ccccc1)c1ccccc1 (stereo not drawn) | -3 | 40 | 10 | 14 | 8 | -3 | 20 | -1 | -11 | -14 | -6
16 | O=C(O)CCCC(=O)N1N=C(c2ccccc2)CC1c1cccs1 (stereo not drawn) | -6 | -5 | -13 | 2 | -2 | 7 | 6 | -1 | -20 | 10 | 2
17 | CC(CCc1ccccc1)NC(=O)Cn1cccc1C(=O)c1ccccc1 (stereo not drawn) | -2 | 20 | -10 | -6 | 0 | 1 | -3 | 2 | -8 | -4 | 12
18 | COc1ccc(Cl)cc1NC(=O)COC(=O)CCCC1=NS(=O)(=O)c2ccccc2N1 | -2 | 13 | 4 | 17 | -1 | -7 | 14 | 1 | -5 | -32 | -1
19 | O=S(=O)(NCCc1ccccc1)c1cnc(Cl)c(Br)c1 | -5 | -10 | -6 | / | 13 | 2 | 19 | / | -5 | 4 | 2
20 | COc1ccc(/C=C/CN2CCN(CC(C)C)C(CCO)C2)cc1 (stereo not drawn) | -16 | -46 | -30 | 0 | 13 | 6 | -16 | 4 | 3 | -39 | 21
21 | O=S(=O)(c1ccc(Cl)cc1)N1CCN(CCc2ccncc2)CC1 | -18 | 4 | -5 | -9 | 8 | -8 | 6 | 0 | -32 | 4 | 3
22 | O=S(=O)(c1ccc(SCCOc2ccc(Cl)cc2)nc1)N1CCCC1 | -3 | 7 | 16 | 5 | 13 | -2 | 7 | 0 | -20 | 22 | -25
23 | O=C(CN1CCc2ccccc2C1)Nc1ccc(OC(F)(F)F)cc1 | -20 | -2 | -36 | 20 | 7 | -4 | -28 | 2 | 8 | 1 | 7
24 | Brc1ccccc1OCCCCN1CCCCC1 | -19 | 5 | 13 | -7 | 4 | -3 | 9 | 0 | -1 | 0 | -4
25 | Cc1cc(C(=O)NNC(=S)NCC2CCCO2)cs1 (stereo not drawn) | -4 | -24 | -1 | 0 | -5 | 6 | -26 | 5 | -26 | -64 | 1
26 | CCCC(C)c1nnc(NC(=O)C2CCCO2)s1 (stereo not drawn) | -8 | -35 | 3 | -14 | -16 | -4 | -40 | 1 | -46 | -42 | -12
27 | Cc1ccc(S(=O)(=O)c2c(N)n(C)c3nc4ccccc4nc23)cc1 | / | 9 | 13 | -2 | 21 | 9 | 16 | 1 | 5 | -2 | -2
28 | O=C(Nc1cccc2nsnc12)c1cccnc1Cl | -3 | -8 | 14 | 2 | -7 | 6 | -3 | -2 | 8 | -18 | -1
29 | CCOc1ccc(NC(=O)COC(=O)c2ccc3ncsc3c2)cc1OCC | -5 | -6 | 12 | 11 | -11 | 4 | -2 | / | -27 | -12 | 15
30 | CCc1ccc(C(C)NC(=O)Cc2ccc(F)cc2)cc1 (stereo not drawn) | -2 | 12 | 10 | -5 | 4 | -7 | 12 | 3 | -14 | -5 | 13
31 | O=C(NCCc1cn2ccccc2n1)c1cc(COc2c(F)cccc2F)on1 | -3 | 3 | -2 | -12 | -4 | -1 | -3 | 5 | 6 | 22 | -14
32 | O=C(NCC(c1ccco1)N1CCc2ccccc21)C(=O)Nc1ccc(F)cc1F (stereo not drawn) | -5 | -11 | 39 | -7 | 51 | 1 | 7 | -1 | -10 | 18 | -22
33 | COc1ccccc1CNC(=O)c1[nH]c(C)c(C(C)=O)c1C | -19 | -10 | -6 | -16 | 12 | 0 | -29 | 1 | 19 | -14 | 4
34 | Cc1cccc(/C=C2\Oc3cc(OS(C)(=O)=O)ccc3C2=O)c1 | -5 | -113 | 5 | -14 | -57 | 3 | -131 | -3 | -29 | 7 | -6
35 | Cc1c(NC(=O)CSc2ccccc2C(=O)Nc2cccnc2)c(=O)n(-c2ccccc2)n1C | / | 16 | 7 | / | -1 | -5 | 15 | 1 | -26 | -10 | -14
36 | COC(=O)C1=C(C)N(C)C(=S)NC1c1ccc(OC)cc1OC (stereo not drawn) | -4 | 15 | -6 | 6 | -6 | -9 | 15 | 5 | 1 | -22 | -9
37 | CCC(=O)Nc1cc(-c2nn(C)c(=O)c3ccccc23)ccc1N1CCCCC1 | -4 | 14 | -27 | -12 | 13 | -3 | 22 | 1 | -24 | 20 | -3
38 | Cn1c(N)c(C(=O)c2ccc(C#N)cc2)c(=O)n(C)c1=O | -6 | 1 | -4 | 6 | -5 | -5 | 13 | -3 | -20 | -9 | 7
39 | Cc1cc(C)c(C(O)c2ncc(-c3cccc(F)c3)[nH]2)c(C)c1 (stereo not drawn) | -6 | 10 | 15 | -2 | / | -5 | 11 | / | -12 | -6 | -7
40 | CC(=O)Nc1ccc(S(=O)(=O)NCC(=O)OCC(=O)c2cc(C)n(-c3ccc4c(c3)OCO4)c2C)cc1 | -5 | 17 | 12 | 1 | -6 | 7 | 1 | -1 | 5 | -5 | -3
41 | Cc1cc([N+](=O)[O-])nn1CC(=O)NCCCN1CCOCC1 | -2 | 8 | 22 | -2 | -2 | -1 | 8 | 0 | 0 | -8 | -8
42 | CCCCn1c(N)c(N(CCOC)C(=O)C2CC(=O)N(c3ccc(CC)cc3)C2)c(=O)[nH]c1=O (stereo not drawn) | -2 | -15 | 4 | -5 | 3 | -6 | 3 | 1 | 1 | -10 | 12
43 | COCC(=O)NCCSc1c(C)[nH]c2ccccc12 | -6 | 4 | 29 | 4 | 7 | / | 8 | 2 | 17 | -23 | -7
44 | CCCCCCn1nc(C(=O)N(CCCC)c2c(N)n(CCC)c(=O)[nH]c2=O)c2ccccc2c1=O | -2 | 5 | 1 | 11 | 18 | -10 | 6 | / | -4 | -26 | -5
45 | COc1ccc(CNC(=O)N2CCN(S(=O)(=O)c3ccccc3)CC2)cc1 | -4 | 10 | -5 | -8 | -1 | -8 | 7 | 4 | 34 | 11 | -1
46 | CCN1CCN(CC(=O)Nc2cc3c(cc2C(C)=O)OCO3)CC1 | -7 | 2 | 14 | 2 | 4 | -4 | 10 | -2 | -8 | -1 | 6
47 | CN1CCN(C(c2cccc(C(F)(F)F)c2)c2nnnn2Cc2ccccc2)CC1 (stereo not drawn) | -5 | -5 | 18 | -1 | 5 | -3 | 9 | -3 | 23 | 20 | -10
48 | COc1ccc(CNC2CCCC2)c(OC)c1OC | -3 | 7 | 5 | -9 | 4 | -3 | 6 | 1 | -10 | 8 | 1
49 | CC(C)CC(=O)NC(=S)NNC(=O)c1ccc(NC(=O)C2CCCCC2)cc1 | -6 | 10 | 10 | 2 | -1 | 6 | 7 | -3 | 8 | 4 | -2
50 | COc1ccc(NC(=O)Cn2nnc(C(=O)NCCc3ccccc3)c2N)cc1 | -5 | 14 | -8 | -7 | 4 | -3 | 30 | 3 | 18 | -8 | 12

Other compounds:
No. | molecule | CaV13 ICDI inh | Peg3 prom inh | CF NFkB block | Vif imaging | TRPM1 prom inh | PDI turbidity | HIF-2a inh | NR2E3 ag-2 | NR2E3 ag-1 | Shn3 3UTR inh | KKLEB tox
51 | COc1ccccc1OCC(O)CN1CCOCC1 (stereo not drawn) | -3 | 3 | 0 | -1 | 5 | -3 | 14 | / | -21 | 11 | 6
52 | CCOC(=O)C1=C(C)NC(C)=C(C(=O)OCC)C1c1cc2ccc(C)cc2[nH]c1=O | -4 | 17 | 14 | 0 | 17 | 13 | 9 | 1 | -19 | 5 | -7
53 | Fc1ccc2cc(-c3ccccc3)ncc2c1 | -10 | -326 | -39 | 4 | -94 | -1 | -236 | / | -56 | -158 | 10
54 | CC1CCC2(CC1)NC(=O)N(CC(=O)NCc1cccs1)C2=O (stereo not drawn) | -3 | 13 | -5 | 5 | -5 | 2 | 4 | 2 | 8 | -25 | 6

3 compounds from above, sorted by their value in TRPM1 prom inh, high to low:
| no. | Molecule | TRPM1 prom inh |
| --- | --- | --- |
| 51 | COc1ccccc1OCC(O)CN1CCOCC1 (stereo not drawn) | 5 |
| 54 | CC1CCC2(CC1)NC(=O)N(CC(=O)NCc1cccs1)C2=O (stereo not drawn) | -5 |
| 53 | Fc1ccc2cc(-c3ccccc3)ncc2c1 | -94 |

An unsorted share of the library; 3.3% or so of the library scored in one or more.
